Screening results deposited in PubChem by several laboratories.
CF NFkB block: cystic fibrosis NF-kB activation inhibition; inhibition, % at 5 µM; KKLEB NF-kB-GFP reporter, PAF-induced, GFP fluorescence overnight; actives 0.86% (n = 360,000);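 active means at least 50% inhibition at 5 µM, scaled per plate between neutral and stimulator controls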;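 further: PAF is a Pseudomonas aeruginosa culture filtrate used as stimulus; plate controls were PAF-stimulated DMSO wells for no effect and unstimulated DMSO wells for full effect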
HIF-2a block: HIF-2a inhibition. 786-0 RCC cells HIF-2a reporter, luciferase luminescence, overnight. inhibition, % at 18.8 µM. actives 0.72% (n = 360,000). AID 624352;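 active means inhibition of the luminescence signal of 40% or more relative to plate controls, in a single-dose primary screen at 18.75 µM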
Shn3 3UTR inh: reduces Shn3 3'UTR luciferase signal in osteoblasts; inhibition, % at 12.5 µM; Clone20 osteoblast Shn3 3'UTR firefly luciferase, 24 h; actives 0.52% (n = 360,000);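 active means mean inhibition of at least 75% with every replicate also reaching 75%; inconclusive means mean inhibition at least 75% but some replicate below; inactive means mean inhibition below 75%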;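 further: 0% = median of neutral control wells and 100% = pilot-screen positive control compound; some compounds past the cut are filed as inactive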
KKLEB cytotox: CF airway cell cytotoxicity counter-screen; KKLEB CF airway cells viability, ATPlite luminescence, overnight; active compounds read low; cells stimulated with P. aeruginosa culture filtrate; activity change (cytotoxicity), % at 5 µM; actives 0.36% (n = 360,000); AID 602141;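 active means corrected activity change at or below -50% at 5 µM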
NR2E3 ag-1: activates human NR2E3 receptor; inhibition of corepressor binding, % at 3.98 µM; AID 602229; Q9Y5X4; CHO-S Gal4-NCOR/VP16-NR2E3 two-hybrid, luciferase; actives 0.35% (n = 360,000);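 active means inhibition above the mean of all tested compounds plus 3 SD, cut at about 70% in these data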;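 further: 0% = DMSO with NR2E3 transfected cells and 100% = cells lacking NR2E3 construct; higher means lower luciferase signal from less NR2E3 corepressor binding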
Target sequence (Q9Y5X4 whole entry, looked up, the tested form may be a part): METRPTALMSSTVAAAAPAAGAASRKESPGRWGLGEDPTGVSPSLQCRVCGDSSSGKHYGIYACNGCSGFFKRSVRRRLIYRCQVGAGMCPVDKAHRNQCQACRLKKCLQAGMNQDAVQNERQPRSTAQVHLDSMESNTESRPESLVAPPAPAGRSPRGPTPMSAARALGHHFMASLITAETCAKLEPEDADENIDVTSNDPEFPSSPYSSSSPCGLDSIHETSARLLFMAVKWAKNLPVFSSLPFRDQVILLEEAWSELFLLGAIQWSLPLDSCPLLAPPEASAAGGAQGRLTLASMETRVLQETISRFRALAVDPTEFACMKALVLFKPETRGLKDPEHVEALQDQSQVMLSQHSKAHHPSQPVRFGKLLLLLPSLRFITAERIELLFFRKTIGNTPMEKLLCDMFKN
LMP1 NFkB inh: inhibitors of Epstein-Barr LMP1-induced NF-kappaB reporter; LMP1-induced NF-kappaB luciferase reporter cells, luminescence; inhibition, % at 12.5 µM; actives 0.69% (n = 350,000); in the data active means inhibition above about 41%; inconclusive means no clear call, values can overlap the other calls;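 further: 0% = neutral control wells and 100% = reference inhibitor control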
iPSC survival up: hiPSC single-cell survival enhancement; ATPlite luminescence; 100% = ROCK inhibitor wells, 0% = DMSO; survival enhancement, % at 20 µM; actives 0.044% (n = 360,000); AID 602274; in the data active means survival enhancement above about 18%;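 further: cells exposed to compounds for 16 hours before the ATP read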
Peg3 promoter: reduces Peg3 promoter-driven luciferase expression in HeLa; inhibition, % at 20 µM; actives 1.7% (n = 360,000); HeLa PEG-Prom luciferase reporter, luminescence, overnight;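 active means inhibition of at least 50% at 20 µM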
C8 TRAIL sens: caspase-8 TRAIL sensitization; NB7+C8 cells + TRAIL, ATPlite viability luminescence; inhibition (viability loss, TRAIL sensitization), % at 10 µM; actives 1% (n = 360,000); AID 624354;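 active means compounds causing at least 50% loss of cell viability in the single-dose screen, relative to plate controls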
NR2E3 ag-2: activates human photoreceptor nuclear receptor NR2E3; actives 0.12% (n = 320,000); GST-NR2E3/biotin-RetCOR TR-FRET, 1536-well; inhibition of corepressor binding, % at 4.78 µM; Q9Y5X4; AID 2300;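 active means percent inhibition above the cutoff of mean plus 3 SD of all tested compounds, set per screening campaign, cut at about 20% in these data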;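 further: 0% = DMSO wells and 100% = biotin wells as full block of FRET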
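system = GST-tagged NR2E3 plus biotinylated RetCOR corepressor | input = 1.35 nM GST-NR2E3 | also added = 7 nM biotin-RetCOR | schedule = 5 h incubation at 4 °C | measured by = TR-FRET with europium anti-GST and streptavidin-D2, 340 nm excitation | read-out = percent loss of FRET ratio relative to control wells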
MITF TRPM1 inh: MITF TRPM1 promoter inhibition in SK-MEL-5 cells; SK-MEL-5 TRPM1 promoter luciferase, 24 h; inhibition, % at 12.5 µM; actives 0.83% (n = 330,000); AID 488899;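 active means mean inhibition across replicates of 60% or more, whatever share of single replicates reaches that level; inconclusive means some that reach 60%, reason not given; inactive means mean inhibition across replicates below 60%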; further: values of inactives mirror those of a sister screen read the other way
Numbers without * were called inactive; ? = inconclusive; . = no result given. An excerpt (hit frequency here may not be typical).

smiles,CF NFkB block,HIF-2a block,Shn3 3UTR inh,KKLEB cytotox,NR2E3 ag-1,LMP1 NFkB inh,iPSC survival up,Peg3 promoter,C8 TRAIL sens,NR2E3 ag-2,MITF TRPM1 inh
CCOC(=O)c1cn(-c2ccccc2)nc1-c1cccnc1,8,2,2,-15,22,-18,5.4,9,-13,-3,-10
CCSc1nc2c(cnn2-c2ccc(C)c(C)c2)c(=O)[nH]1,-10,11,-17,19,-21,-1,4.7,22,-2,2,.
CCN(CC)c1nc(Oc2ccc(C(=O)NN)cc2)nc(Oc2ccc(C(=O)NN)cc2)n1,-12,5,-8,-3,-59,4,-0.2,-3,-9,.,-10
CCOc1ccccc1CN1CCNC(=O)C1CC(=O)NCc1nc(C)cs1 (configuration not stated),-4,-1,-25,9,-8,2,-0.5,9,-10,.,7
Cc1c(Br)c(C(F)(F)F)nn1CC(=O)N1CCCC1,-12,6,13,8,-10,-9,-1.6,-2,-11,4,4
O=C(O)C1C2C=CC(C2)C1C(=O)NC1CCN(Cc2ccccc2)CC1 (configuration not stated),8,22,-40,-8,-6,-9,-0.8,-11,4,1,-4
O=C(Cn1cc2c(n1)CCCC2)NCCCN1CCCC1,-21,2,4,8,-16,-2,-0.2,-3,3,-3,10
CCn1c(C(=O)O)c(CC(=O)Nc2ccc(Br)cc2C)c2ccccc21,-5,14,-24,10,-14,-3,0.1,8,-4,-1,-7
Cc1cc(C)cc(-n2nc(C)cc2N)c1,-18,-4,-8,11,-1,0,-0.3,-16,19,0,10
CC1=CC(C)(C)Nc2ccc(OC(=O)CCN3C(=O)c4ccccc4C3=O)cc21,71*,91*,53,5,20,-20,-1.8,104*,21,1,22
COC(=O)c1cc(-c2c(C)oc3cc(OC)ccc3c2=O)c(C)o1,6,11,19,14,-2,0,3.9,7,-4,0,-9
CC(=O)C1(O)C(C)CC2C3CCC4CC(O)CCC4(C)C3=CCC21C (configuration not stated),16,17,-11,-19,3,-2,3.2,-1,2,0,10
CCCn1ncc(CN2CCN(Cc3ccc(C)o3)C(CCO)C2)c1C (configuration not stated),1,11,-13,1,-2,-13,-0.5,-10,-10,-5,11
CS(=O)(=O)N(Cc1ccccc1)c1ccc(C(=O)Nc2ccccc2Sc2ccccc2)cc1,8,12,-7,7,-6,2,0.8,11,-7,-1,1
CC(=O)Nc1ccc(Nc2nnc(-c3ccc(C)c(S(N)(=O)=O)c3)c3ccccc23)cc1,-3,16,21,19,-31,2,0.8,-1,3,-1,-2
Cc1cc(C(=O)OCC(=O)c2ccc3c(c2)NC(=O)CO3)c2ccccc2n1,1,16,12,9,-10,-3,-3.0,-5,-8,-4,-3
Cc1c(C(=O)NC(C)C)sc2ncn(CC(=O)N3CCC(C)CC3)c(=O)c12,0,4,5,4,4,-6,-0.7,9,-24,0,-9
O=C(Nc1cccc(F)c1)/C(=C\c1ccco1)NC(=O)c1ccco1,-10,-10,9,4,13,-12,0.1,0,-7,-2,-5
CC(OC(=O)c1cccnc1)C(=O)Nc1ccc2c(c1)OCO2 (configuration not stated),19,0,-3,5,-2,4,-0.8,4,9,0,-8
Cc1ccc(NS(=O)(=O)c2cc(C(=O)O)ccc2Cl)cc1,-10,3,-3,-9,-4,1,-0.5,39,13,1,16
Cc1cccc(N2CCN(c3ccc(NC(=O)/C=C(/C(=O)O)c4ccccc4)cc3)CC2)c1,3,2,3,-1,1,1,0.0,4,4,-2,3
COc1ccc(CCNC(=O)CCC(=O)N2CC(C)Oc3ccc(Cl)cc32)cc1OC (configuration not stated),2,-6,6,5,-10,-4,1.1,2,-4,3,.
COc1cc(S(=O)(=O)NCc2ccncc2)ccc1Br,20,11,78,-6,95*,26,-0.5,21,15,4,22
c1ccc(/N=C2\N=C(Nc3ccccn3)c3ccccc32)nc1,1,-19,84,-19,11,31,-0.2,64*,48*,-1,54
O=C(N/N=C/c1ccccc1)c1[nH]c2ccc(Br)cc2c1-c1ccccc1,61*,31,-2,-34,-11,13,-1.6,-1,-15,2,74*
COc1ccc(CCNC(=O)CN(C)S(=O)(=O)c2ccc3nc(C)sc3c2)cc1OC,4,12,-11,10,-14,2,-0.3,7,-1,0,20
O=C(O)c1cccc(CSc2nnc(Cc3ccccc3)o2)c1,-1,39,7,10,-34,0,-2.1,-84,7,-5,6
CCCCNc1c(-c2ccc(OC)c(Sc3ccc(OC)cc3)c2)nc2ccccn12,21,-226,?,-6,18,13,-2.4,93*,34,6,11
COc1ccc(NC(=O)c2cn(-c3ccccc3)nc2-c2cc3ccccc3o2)cc1,6,-111,1,-4,6,-16,-2.8,-34,15,4,-62
C=C(C)CSc1nc2ccccc2[nH]1,0,-88,-29,-3,-20,-10,0.4,-69,6,-1,-12
COc1ccccc1OCCNC(=O)C1CC(=O)N(Cc2ccccc2)C1 (configuration not stated),-3,4,-6,8,-33,-8,1.4,2,-20,1,-4
Cc1ccccc1[C@@H](NC(=O)OC(C)(C)C)C(=O)OC(C)(C)C,13,-3,3,-4,-3,-3,-3.3,-14,-13,3,-1
Cc1ccnc(SCCn2c(N3CCC(C)CC3)nc3c2c(=O)[nH]c(=O)n3C)n1,-9,7,15,-2,-7,1,0.3,6,-9,.,.
CSc1cccc(NC(=O)CN(C)S(=O)(=O)c2ccc(F)cc2)c1,-4,-9,15,-8,3,-8,2.7,3,8,1,2
CC1C/C(=C/c2ccncc2)C(=O)/C(=C/c2ccncc2)C1 (configuration not stated),82*,94*,80,-55*,-3,92*,53*,104*,34,1,106*
CCSc1nnc(NC(=O)NC(C)(C(F)(F)F)C(F)(F)F)s1,-3,2,35,6,-5,-6,-2.1,9,-11,-2,-1
COc1ccccc1NS(=O)(=O)c1cc(NC(=O)c2sccc2C)ccc1N1CCCC1,9,10,75,10,-9,11,-0.7,6,4,1,-19
COc1ccc(CN2CCN(C(=O)c3cccs3)CC2)cc1Br,9,14,11,5,-11,2,0.4,7,-7,0,-6
CCOc1ccc(CCNC(=O)C2(c3ccccc3)CC2)cc1OCC,26,5,-56,-6,5,8,0.2,7,-5,4,-11
CC(CN1CCCC(C(N)=O)C1)c1ccccc1 (configuration not stated),-3,-5,5,3,-9,-1,-4.4,10,-5,1,-4
CNC(=S)Nc1cc(S(=O)(=O)Nc2cc(Cl)ccc2Cl)ccc1N1CCCC1,-13,26,6,10,-25,6,-0.6,28,1,-1,-4
CCOC(=O)COc1nc2ccc(Br)cc2c(-c2ccccc2)c1C(C)=O,6,13,5,5,-18,.,-0.3,25,-11,1,-24
O=C(CCN1C(=O)C2CC=CCC2C1=O)NC1CCCCC1 (configuration not stated),-9,5,1,12,0,0,-0.4,-4,-12,-2,6
COc1cc(NC(=O)CN2C(=O)NC(C)(c3ccccc3)C2=O)c(C)cc1[N+](=O)[O-] (configuration not stated),-23,9,5,0,6,-1,-0.5,12,4,1,8
C[C@H](NC(=O)c1nc[nH]c1C(=O)N(C)Cc1ccccc1)c1ccccc1,12,-8,-2,-12,12,5,6.1,12,2,3,12
CCOC(=O)N1CCN(C(=O)COc2ccc(S(=O)(=O)NC3CCCCC3)cc2C)CC1,12,7,32,-2,2,-5,-0.3,19,-16,-1,6
O=C(CCNS(=O)(=O)c1ccccc1F)N1CCN(C/C=C/c2ccccc2)CC1,4,-2,14,-7,-23,-5,-0.1,10,-18,-1,4
CCN(CC(=O)Nc1c(F)cccc1F)C(=O)CCCN1C(=O)c2ccccc2C1=O,3,5,0,-3,28,4,-3.5,16,-1,.,.
CCN(Cc1ccccc1)S(=O)(=O)c1ccc2c(c1)NC(=O)CC(=O)N2,-3,17,-8,10,-29,-12,2.0,20,7,-3,-6
CC1(C(=O)NS(=O)(=O)c2ccc(Cl)cc2)CCN1C(=O)CCc1ccccc1 (configuration not stated),7,4,-21,-5,-21,.,0.8,3,-2,.,.

The list goes on:
smiles,CF NFkB block,HIF-2a block,Shn3 3UTR inh,KKLEB cytotox,NR2E3 ag-1,LMP1 NFkB inh,iPSC survival up,Peg3 promoter,C8 TRAIL sens,NR2E3 ag-2,MITF TRPM1 inh
CCc1ccc(OC(=O)Nc2ccccc2)cc1,-4,-228,-16,3,-124,0,-0.7,-186,7,.,-79
Cc1ccc(NC(=O)CN(C)C(=O)c2cc(S(=O)(=O)N(C)C)ccc2N2CCCC2)cc1,4,18,-6,8,-27,-3,-0.1,13,-11,-2,4
Clc1cccc(-c2nc(NCc3cccnc3)c3ccccc3n2)c1,-17,-3,9,-15,-1,-2,0.2,24,-18,-1,1
C[C@]12c3[nH]c4ccccc4c3CCN1C(=O)C(CC(=O)NCC13CC4CC(CC(C4)C1)C3)C[C@@H]2C(=O)N1CCCCC1 (some centres not stated),6,-7,54,1,-25,-5,-2.5,12,10,.,10
O=C(NN=C(Cc1ccccc1)Cc1ccccc1)c1ccc(F)cc1,-2,-50,-12,-15,-38,-3,0.4,-45,-9,1,-28
C=CCOc1c(CNc2ccc(C(=O)O)cc2)cccc1OCC,26,-140,-56,-8,-59,-16,-3.2,-134,-27,3,-60
CC(=O)Nc1ccc(S(=O)(=O)NC2(C(F)(F)F)C(=O)Nc3c2c(=O)[nH]c(=O)n3Cc2ccccc2)cc1 (configuration not stated),-1,14,14,8,-9,1,1.6,8,-22,-3,-4
CC(NS(=O)(=O)c1ccccc1)C(=O)Nc1ccc2c(c1)OCCO2 (configuration not stated),21,-10,-9,-12,3,5,-0.3,-15,-6,2,-11
CCN1C(=O)c2ccccc2Sc2ccc(C(=O)NCCCN3CCOCC3)cc21,-1,15,20,8,-17,1,0.6,12,-5,-1,9
CCC1CCC2(CC1)NNC(=S)NN2,22,55*,18,11,-9,-10,-0.8,18,-16,3,23
COc1ccc(-n2c(C)c(C)c3c(NCCN(C)C)ncnc32)cc1,16,-6,-7,-12,12,-31,-0.6,-34,-2,0,-10
O=C(CSc1nc2ncccc2[nH]1)Nc1ccccc1-c1ccccc1,15,12,15,-9,1,-2,-0.3,-2,1,3,-4
COc1ccc(N(CC(=O)NCc2cccs2)S(=O)(=O)c2c(C)n[nH]c2C)cc1,-8,6,6,13,-26,-3,0.8,-25,-7,1,3
CC(=O)N1CCN=C1SCc1ccc(F)cc1,6,5,-56,2,-16,4,0.6,-20,11,1,-8
COc1ccccc1NC1SC(=O)N(c2ccccc2)C1=O (configuration not stated),2,-76,-17,-7,-62,-15,3.0,-17,-2,5,-1
COc1ccc(NC(=O)Nc2cccc(F)c2)c(OC)c1,-1,-155,-23,-2,8,1,-0.5,-143,4,-2,-35
